PPC-1+TRAIL kill: compounds killing PPC-1 cancer cells with TRAIL present, primary screen, TRAIL potentiator project, ATPLite luminescence, uHTS | PPC-1 cells + TRAIL, ATPLite viability luminescence | cell killing (% activity), % at 4 µM | 220,000 compounds, 0.41% hits;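 active means cell killing above 50% in the first pass at 4 µM, then a duplicate retest at 5 µM averaging 50% or more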;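 further: plate controls were cells with TRAIL plus DMSO for no effect and medium-only wells lacking cells for full effect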
EBV gp42 block: Epstein-Barr virus gp42 inhibitors, primary screen, biochemical, uHTS, fluorescence polarization; inhibition, % (tested at 21.74 µM); AID 1085, 2008; Glycoprotein 42 (Epstein-Barr virus (strain AG876)), Q1HVG2; Fluorescence polarization binding assay, mP read-out; 220,000 compounds, 0.42% hits; in the data active means inhibition above about 50%
Target sequence (Q1HVG2 whole entry, looked up): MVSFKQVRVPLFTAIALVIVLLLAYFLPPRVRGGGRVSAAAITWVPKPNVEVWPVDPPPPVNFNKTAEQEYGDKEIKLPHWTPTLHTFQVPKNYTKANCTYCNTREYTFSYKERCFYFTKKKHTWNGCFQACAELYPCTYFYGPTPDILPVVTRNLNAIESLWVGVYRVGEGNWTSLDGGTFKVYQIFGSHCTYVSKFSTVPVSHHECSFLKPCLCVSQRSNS
Calpain2 inh: inhibitors of pig calpain II, primary screen, biochemical, fluorogenic peptide substrate, 1536-well | purified calpain II, 30 min | inhibition, % at 16 µM | 220,000 compounds, 0.37% hits;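 active means inhibition above about 50%, limit read from the data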
Thrombin inh: human alpha-thrombin inhibitors, primary screen, counter-screen for coagulation protease inhibitor project, biochemical, 1536-well, fluorogenic AMC substrate | Prothrombin (Homo sapiens), P00734 | Boc-VPR-AMC fluorogenic substrate cleavage | inhibition, % at 5 µM | 220,000 compounds, 0.26% hits | AID 1046, 2008;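 active means inhibition at or above 40%; inactive means inhibition below 40%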;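 further: 0% = enzyme with no compound and 100% = wells without enzyme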
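System: human alpha-thrombin protein; Compound dosing: one concentration per compound, 5 µM, with 0.2% DMSO; Timing: reaction at room temperature; Technique: AMC fluorescence, 355/460 nm; Controls: enzyme without compound as high, wells lacking enzyme as low.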
Furin inh: human furin inhibitors, primary screen, biochemical, fluorescence intensity; P09958; purified furin, fluorogenic substrate cleavage; inhibition, % at 30 µM; 220,000 compounds, 0.061% hits; in the data active means inhibition above about 25%; further: inactives centre near -15
Target sequence (P09958 108-714 limits assumed): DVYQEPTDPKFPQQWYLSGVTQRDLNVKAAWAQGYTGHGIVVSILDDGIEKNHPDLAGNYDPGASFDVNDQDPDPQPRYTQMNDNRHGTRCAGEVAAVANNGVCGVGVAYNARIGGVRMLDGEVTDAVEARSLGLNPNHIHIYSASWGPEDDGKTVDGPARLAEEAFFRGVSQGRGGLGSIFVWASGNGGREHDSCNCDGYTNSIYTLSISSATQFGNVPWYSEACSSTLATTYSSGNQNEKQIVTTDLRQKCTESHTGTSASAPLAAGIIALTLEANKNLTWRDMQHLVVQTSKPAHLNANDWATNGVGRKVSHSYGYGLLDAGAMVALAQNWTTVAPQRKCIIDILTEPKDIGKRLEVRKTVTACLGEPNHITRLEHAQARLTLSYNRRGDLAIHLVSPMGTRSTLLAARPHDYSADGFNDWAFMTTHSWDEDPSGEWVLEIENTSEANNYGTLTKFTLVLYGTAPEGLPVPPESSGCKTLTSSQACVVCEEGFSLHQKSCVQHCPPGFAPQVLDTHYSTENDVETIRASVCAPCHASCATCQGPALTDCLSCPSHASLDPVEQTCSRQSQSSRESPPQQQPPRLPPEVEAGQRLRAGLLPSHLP
zfTRPN1 agonist: zebrafish TRPN1 channel agonists, primary screen, cell-based, HEK293, calcium fluorescence; transient receptor potential cation channel N1 (TRPN1/NompC), Danio rerio; HEK293 zebrafish TRPN1-YFP, Fluo-8 calcium fluorescence; 100% = response to 87 µM carbachol; activation, % at 3 µM; 220,000 compounds, 0.18% hits; AID 1424, 2008;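 active means activation above its plate's cutoff, the mean activation of test wells on that plate plus 3 SD, cut at about 19% in these data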;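 further: 0% = DMSO alone and 100% = 87 µM carbachol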
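Material: zebrafish TRPN1-YFP in HEK293 cells. Doses: one dose of 3 µM, 0.3% DMSO. Incubation: dye 1 h 37 °C plus 30 min RT. Measured by: intracellular calcium fluorescence with Fluo-8.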
Cl transport mod: KCC2 cotransporter modulators, thallium flux, primary screen, cell-based, HEK293 KCC2, FluoZin-2 fluorescence, MLSMR; Solute carrier family 12 member 5 (Homo sapiens), Q9H2X9; KCC2 cells, thallium flux FluoZin-2 fluorescence; B-score of Tl+ flux slope (higher = more flux/activation; lower = inhibition) at 10 µM; 190,000 compounds, 2.2% hits; AID 1456, 2008;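 active means thallium flux slope and its plate-corrected score both differing from the plate sample mean at a set confidence after two filtering rounds, in either direction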;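 further: slope of fluorescence scaled to starting intensity during 10 to 20 s after thallium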
TRPML3 agonist: human TRPML3 channel agonists, primary screen, cell-based, HEK293 TRPML3-YFP, Fluo-8 calcium fluorescence, 3 µM; 220,000 compounds, 0.29% hits; 100% = the carbachol control signal; activation, % at 3 µM; Mucolipin-3 (Homo sapiens), Q8TDD5;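 active means activation above its plate's cutoff, the mean activation of the plate's test wells plus 3 SD, cut at about 12% in these data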;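 further: 0% = DMSO only wells and 100% = carbachol wells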
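Material: HEK293 cells stably carrying human TRPML3-YFP; compound dosing: single dose, 3 µM final nominal compound, 0.3% DMSO final; incubation: 1-h 37 °C dye load, 5-s basal, 120-s post-compound reads; technique: Fluo-8 intracellular calcium fluorescence, excitation 470-495 nm, emission 515-575 nm; read-out basis: percent activation from peak-to-basal fluorescence ratio, scaled between DMSO and carbachol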
TbHK1 inh: Trypanosoma brucei hexokinase 1 inhibitors, primary screen, biochemical, G6PDH-coupled NADH absorbance, MLSCN library; hexokinase 1 [Trypanosoma brucei]; recombinant TbHK1, G6PDH-coupled NADH A340; inhibition, % at 10 µM; 220,000 compounds, 0.11% hits;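 active means inhibition of 50% or more in the single-dose primary screen; inactive means inhibition below 50%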
Starred values were filed as active, the others as inactive; i = inactive; . = not tested or not shown; [ ] = dose if it differs, or a comment. An unsorted share of the library (roughly 3.6% active in at least one column).

Compound	PPC-1+TRAIL kill	Cl transport mod	TbHK1 inh	EBV gp42 block	Furin inh	TRPML3 agonist	Thrombin inh	zfTRPN1 agonist	Calpain2 inh
Cc1cnc(NC(=O)CSc2nnc(CNc3ccc(F)cc3)n2CC2CCCO2)s1 (stereo not drawn)	12.1	0.639	-0.4	-7.2	-1.7	1.4	1.2	0.8	14.2
NC(=O)c1nsc(C(=O)N(c2cccc(F)c2)C(C(=O)NCC2CCCO2)c2cccs2)c1N (stereo not drawn)	21.8	1.08	-5.3	1.9	-20.8	0.5	2.6	-0.6	-104.5
O=C(Nc1cccc(S(=O)(=O)NC2=NCCCCC2)c1)c1cc(-c2ccncc2)nc2ccccc12	-8.4	-0.414	-7.2	9.8	-19.3	0.6	.	0.7	-72.4
CCOC(=O)c1c(-c2ccccc2)nnn1-c1nc(OCC)nc(N2CCCCC2)n1	7.8	-5.76	4.5	-2.5	-12.2	0.7	2.4	0.0	13.3
COc1ccc(S(=O)(=O)N2CC3CCCN3c3ccc(C(F)(F)F)cc32)cc1 (stereo not drawn)	22.8	.	5.1	-31.6	-1.8[20 µM]	0.5	5.2	-0.3	25.3
O=C(N/N=C/c1cccc(Br)c1)c1ccc(Br)cc1	27.9	0.46	-3.3	-4.7	-24.2	-0.2	-4.2	-0.5	-55.1
Cc1ccc(Cn2c(-c3nonc3N)nc3ccccc32)cc1	-23.5	.	42.0	-12.4	-12.7	-1.1	4.5	0.6	8.1
CC(C)(C)n1ncc(Oc2ccc(Oc3cnn(C(C)(C)C)c(=O)c3Cl)cc2)c(Cl)c1=O	.	0.139	-1.9	.	-11.2[20 µM]	0.5	.	0.7	.
CN1CCN(C(=S)c2ccc(OCC(=O)Nc3cccc(C(F)(F)F)c3)cc2)CC1	5.7	-1.01	3.2	6.5	-3.1[20 µM]	2.3	-3.9	5.6	13.0
Cc1ccc2nc(Cl)c(/C=N/NC(=O)[C@H]3C[C@@H]3c3ccccc3)cc2c1	11.2	-1.15	-5.6	-23.3	-51.4	0.3	3.5	-0.6	-86.1
CCOC(=O)N1CCN(C(=O)CS(=O)(=O)c2cn(Cc3ccccc3Cl)c3ccccc23)CC1	5.2	-1.06	-1.4	-8.8	-8.2	1.6	-0.7	1.4	-8.1
O=C(CNS(=O)(=O)c1ccc2ccccc2c1)NCCc1ccccn1	5.4	-0.836	-3.7	-9.9	-1.7	0.8	-12.6	0.4	-12.5
COc1ccc(N2C(=O)CC(N(CCc3ccc(OC)c(OC)c3)C(=S)Nc3ccccc3)C2=O)cc1 (stereo not drawn)	5.5	0.0146	-6.5	2.8	-16.8	1.5	-0.3	1.9	-23.0
O=C(NCCN1CCOCC1)c1cccnc1SCc1ccccc1Cl	-1.0	-0.356	-2.6	-14.2	-18.8	-1.1	-7.2	-0.1	-26.3
Cc1ccc(C2Nc3ccccc3-c3nc4ccccc4n32)o1 (stereo not drawn)	21.6	0.0747	-13.6	-13.5	-23.9[20 µM]	0.0	-2.9	-0.6	-403.2
CCOC(=O)Cc1csc(NC(=O)COc2cc(C)cc(C)c2)n1	5.4	-0.951	-2.7	-13.6	-19.6	-1.3	-12.8	-2.5	-5.8
C[C@@H](C(=O)OCC(=O)Nc1cc(S(=O)(=O)N2CCOCC2)ccc1Cl)N1C(=O)C2CCCCC2C1=O (stereo partly drawn)	1.7	0.0573	23.3	-19.3	-9.1	4.3	-3.0	7.7	21.9
CC(C)c1onc(C(=O)N2CCN(c3ccccc3)CC2)c1[N+](=O)[O-]	11.7	-0.562	-13.4	-16.1	-17.1	0.6	-6.5	1.8	6.4
COc1ccc(NC(=O)CSc2nnc(-c3ccncc3)n2CC2CCCO2)c(OC)c1 (stereo not drawn)	-0.6	.	-6.9	2.0	-10.6[20 µM]	0.4	-0.6	0.3	-22.5
O=C(Cn1cnc2cc([N+](=O)[O-])ccc2c1=O)NCc1ccc(Cl)cc1	13.0	-1.38	-13.7	-19.1	-21.3	1.3	-4.4	3.3	-39.1
COc1ccccc1Nc1nc2nonc2[nH]c1=O	17.6	.	-8.8	-12.8	-3.7	1.2	-1.4	1.0	25.0
O=C(COC(=O)COc1ccc(Cl)cc1Cl)Nc1cccnc1Cl	7.9	-0.567	1.6	5.1	-2.7	-0.5	-5.1	-0.1	19.2
COc1cc(C(=O)OCCCN2CCOCC2)ccc1O	4.9	.	-6.2	-9.9	-16.6	0.7	-4.8	1.2	-2.2
C=CCOC(=O)C1=C(C)NC(SCC(=O)Nc2ccc(C)c(Cl)c2)=C(C#N)C1c1ccco1 (stereo not drawn)	-1.5	0.285	13.6	-20.7	-39.3	0.6	0.7	-1.2	-71.5
O=C(CN1CCN(Cc2ccc(Cl)cc2)C1=O)NCCCN1CCOCC1	4.6	.	-7.3	-2.9	-12.2	0.3	-8.2	-0.5	5.2
Cc1ccc(OCCCC(=O)Nc2ccc(S(=O)(=O)Nc3ccccn3)cc2)cc1	-6.3	-0.867	-2.7	-10.8	-9.4	0.6	4.1	-0.2	-56.6
COc1ccccc1CN(Cc1cc2cc(C)ccc2[nH]c1=O)Cc1nnnn1Cc1ccco1	-1.3	-1.23	-2.3	-20.6	-14.4	1.4	-2.6	-0.1	-171.2
Cc1cc(C)n2nc(S(=O)(=O)Nc3c(Cl)cccc3Cl)nc2n1	18.1	0.686	1.9	-2.2	-21.5	0.9	.	0.9	5.9
COc1cc(-c2[nH]nc3c2C(c2ccoc2)C(C#N)=C(N)O3)cc(OC)c1OC (stereo not drawn)	12.9[5 µM]	-0.356	3.0	-17.6	-20.4[20 µM]	0.9	-4.0	1.8	-26.5
CSc1ccc(C(=O)C2CCCN(C(=O)c3csc(C(C)=O)c3)C2)cc1 (stereo not drawn)	8.8	1.02	-13.9	-15.4	-23.7	0.5	4.0	-0.8	-6.5
COc1ccc(CNC(=O)COC(=O)Cc2ccsc2)cc1	-16.0	-0.813	-3.0	-8.0	-30.9	0.3	-12.4	-1.0	-2.9
CC(=O)NCc1nc2ccccc2n1C(C)C	6.0	1.17	3.9	-1.4	-6.5	-0.3	-7.1	0.8	-5.5
CC(C)(C)c1ccc(C(=O)C=[N+]=[N-])cc1	3.1	.	-1.7	-1.9	-12.6	0.3	3.8	-0.1	-35.3
N#Cc1c2ccc(O)cc2n2ccccc12	12.1	-4.22*	2.7	35.7	-19.8	1.6	-7.1	3.4	i
N/C(=N/O)c1ccccc1N1CCC(Cc2ccccc2)CC1	-1.4	-3.15	-4.5	-10.1	-17.6	-0.1	-0.6	0.4	12.3
CCOC(=O)N1CCC(NS(=O)(=O)c2ccc3c(c2)oc(=O)n3C)CC1	14.1	0.219	2.4	-34.1	-33.4	0.6	-10.1	1.0	29.0
CC1CCCCN1C(=O)Cn1cc(C#N)c2ccccc21 (stereo not drawn)	-19.9	0.448	3.3	-22.3	-17.9[20 µM]	0.0	-2.0	0.3	-9.2
CC(C)CNS(=O)(=O)c1ccc(CCC(=O)N2CCN(Cc3ccc4c(c3)OCO4)CC2)cc1	25.4	-0.719	-8.5	-14.2	-8.6[20 µM]	2.3	6.3	4.2	2.8
CC(C)NC(=O)NC(=O)COC(=O)c1ccccc1Oc1ccccc1	-27.5	-1.32	-4.4	-15.1	-5.3[20 µM]	-1.0	3.8	-0.5	1.1
CCCNc1nc2c(c(=O)n(C)c(=O)n2C)n1CCc1ccccc1	0.8	0.0543	5.3	-2.1	-19.1	0.0	5.2	-0.6	-9.5
COc1ccc(/C=C\C(=O)c2c(O)ccc3c(C)cc(=O)oc23)cc1OC	3.5	-0.955	-80.8	1.6	-3.6[20 µM]	1.0	-1.2	0.0	10.7
CCCC(c1nnnn1Cc1ccco1)N1CCN(c2cc(Cl)ccc2C)CC1 (stereo not drawn)	-7.7	-0.184	10.5	11.8	-11.9	0.7	-0.8	-1.6	10.5
O=S(=O)(NC(=NCc1ccccc1)c1ccccc1F)c1ccccc1	3.9	0.622	-2.9	-15.6	-24.0	-0.6	-4.4	-1.3	39.2
CCOc1ccc(C(C)=O)cc1CSc1nnc(-c2cccs2)n1CC1CCCO1 (stereo not drawn)	7.8	.	-6.2	-19.9	-18.7	-1.6	-5.0	-0.5	-17.3
O=C(COc1ccc(CO)cc1)Nc1ccc(F)cc1	25.3	-0.00718	2.3	-6.8	-23.1[20 µM]	1.2	0.5	-0.5	-43.8
CN(Cc1ccccc1)S(=O)(=O)c1ccc(NS(=O)(=O)Cc2ccccc2)cc1	-10.0	.	4.5	-7.9	-15.1[20 µM]	0.3	0.3	1.8	1.4
Cc1ccc(-c2nnc(SCC(=O)NCC3CCCO3)n2C)cc1 (stereo not drawn)	25.7	0.859	-9.1	-13.8	-17.8[20 µM]	0.9	6.2	-0.5	-25.2
CSc1nc2c(c(=O)n1-c1ccc(C)cc1)SCC2	21.1	0.0466	-19.7	-13.1	-5.4	0.8	-5.7	-1.4	-4.4
Cc1noc(C)c1COc1cccc(C(=O)Nc2cccnc2)c1	10.5	-0.423	3.8	-5.8	-32.5	0.5	0.8	2.0	-12.1
O=C(c1ccc2ccccc2c1)N1CCN(c2ccc(O)cc2)CC1	-1.1	-3.7*	0.6	-11.1	-20.7	0.0	-22.5	0.3	-37.1
CCOC(=O)c1oc2ccccc2c1NC(=O)CN1CCOCC1	16.7	-0.292	-7.6	-19.7	-27.6	0.1	2.0	1.0	8.7
CCCCC(c1nnnn1CCOC)N1CCN(CC)CC1 (stereo not drawn)	27.2	-0.0668	4.7	-6.8	-14.4[20 µM]	0.6	0.1	-0.3	-17.9

One compound at a time, as listed above. Order of values: PPC-1+TRAIL kill | Cl transport mod | TbHK1 inh | EBV gp42 block | Furin inh | TRPML3 agonist | Thrombin inh | zfTRPN1 agonist | Calpain2 inh
Record of Cc1ccc(-c2nnc(SCC(=O)NCC3CCCO3)n2C)cc1 (stereo not drawn) → 25.7 | 0.859 | -9.1 | -13.8 | -17.8[20 µM] | 0.9 | 6.2 | -0.5 | -25.2
Record of CC1CCCCN1C(=O)Cn1cc(C#N)c2ccccc21 (stereo not drawn) → -19.9 | 0.448 | 3.3 | -22.3 | -17.9[20 µM] | 0.0 | -2.0 | 0.3 | -9.2
Record of Cc1noc(C)c1COc1cccc(C(=O)Nc2cccnc2)c1 → 10.5 | -0.423 | 3.8 | -5.8 | -32.5 | 0.5 | 0.8 | 2.0 | -12.1

Screens as filed in PubChem.
